High-throughput results (PubChem)
PrPC surface inh – cell surface PrPC inhibition, primary TR-FRET screen | P04156 | TR-FRET read-out | inhibition, % at 13.8 µM | hit rate 0.43% among 370,000 | AID 720596; in the data active = inhibition above about 24%; also: 0% = median of the test wells and 100% = reference compound wells
Rv3671c protease – inhibits the M. tuberculosis serine protease Rv3671c; inhibition, % at 5.96 µM; hit rate 0.048% among 320,000; AID 2606; in the data active = inhibition above about 38%;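 also: extracellular domain of Rv3671c used as enzyme; 0% = enzyme with DMSO and 100% = no enzyme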
CCHF vOTU inh – CCHFV vOTU protease inhibition | hit rate 0.55% among 370,000 | Pep-AMC fluorescence | inhibition, % at 11.5 µM | AID 651958; in the data active = inhibition above about 30%; also: 0% = vehicle wells with enzyme and 100% = no enzyme wells
Anthrax LF inh2 – anthrax lethal factor protease inhibition | P15917 | multiplex microsphere protease cleavage assay, LF | inhibition, % at 10 µM | hit rate 0.12% among 360,000; also: plate controls were buffer without enzyme for full effect and enzyme alone for no effect
Target sequence (P15917 whole entry, looked up): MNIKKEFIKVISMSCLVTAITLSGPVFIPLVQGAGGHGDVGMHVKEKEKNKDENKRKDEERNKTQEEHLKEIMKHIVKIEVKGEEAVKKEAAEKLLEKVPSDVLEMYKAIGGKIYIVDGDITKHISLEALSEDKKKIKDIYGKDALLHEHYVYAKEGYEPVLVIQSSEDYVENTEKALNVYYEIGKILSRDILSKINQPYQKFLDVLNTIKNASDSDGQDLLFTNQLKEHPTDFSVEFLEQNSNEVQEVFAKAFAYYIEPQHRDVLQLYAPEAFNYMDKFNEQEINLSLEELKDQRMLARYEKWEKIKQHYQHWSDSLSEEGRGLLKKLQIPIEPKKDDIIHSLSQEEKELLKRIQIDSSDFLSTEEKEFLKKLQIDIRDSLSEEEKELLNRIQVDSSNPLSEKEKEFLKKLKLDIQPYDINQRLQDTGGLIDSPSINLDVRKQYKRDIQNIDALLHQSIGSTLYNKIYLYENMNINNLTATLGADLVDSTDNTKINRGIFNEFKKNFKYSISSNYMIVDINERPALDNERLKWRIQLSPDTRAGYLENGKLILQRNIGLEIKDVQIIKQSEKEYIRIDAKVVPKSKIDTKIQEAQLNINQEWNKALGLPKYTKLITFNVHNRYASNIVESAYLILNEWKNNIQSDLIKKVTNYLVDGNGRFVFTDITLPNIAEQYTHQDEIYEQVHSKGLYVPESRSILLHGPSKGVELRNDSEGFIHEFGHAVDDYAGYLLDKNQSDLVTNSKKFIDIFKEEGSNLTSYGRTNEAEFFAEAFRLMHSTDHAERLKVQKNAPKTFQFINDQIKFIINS
BoNT-F LC inh – blocks Botulinum neurotoxin F light chain protease. AID 588497. hit rate 0.22% among 360,000. inhibition, % at 10 µM. Multiplex microsphere protease cleavage assay, flow cytometry; in the data active = inhibition above about 35%, passing the limit was not always enough; inconclusive = no clear call, values can overlap the other calls; also: plate controls were buffer without enzyme for full effect and enzyme alone for no effect
DUSP3 inh – blocks human VHR1 dual specificity phosphatase; hit rate 0.52% among 290,000; inhibition, % at 13.3 µM; AID 1654; recombinant VHR phosphatase, pNPP absorbance; in the data active = inhibition above about 50%; also: some compounds called inactive have numbers as strong as hits
Target sequence (P51452 whole entry, looked up): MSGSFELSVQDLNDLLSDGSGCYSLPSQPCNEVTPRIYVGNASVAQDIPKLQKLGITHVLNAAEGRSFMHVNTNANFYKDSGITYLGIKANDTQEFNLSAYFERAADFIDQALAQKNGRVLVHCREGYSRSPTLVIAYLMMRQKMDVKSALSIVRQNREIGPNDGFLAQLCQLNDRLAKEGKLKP
SARS 3CLpro inh – SARS-CoV 3CLpro protease inhibition. P0C6X7. recombinant SARS-CoV 3CLpro, quenched FRET peptide cleavage. inhibition, % at 6 µM. hit rate 0.14% among 290,000. AID 1706; in the data active = inhibition above about 12%
MazEF act – activators of E. coli MazEF toxin-antitoxin RNase; P0AE70; FAM/BHQ RNA-DNA oligo cleavage fluorescence, 5 h; activation, % at 20 µM; hit rate 0.32% among 350,000; in the data active = activation above about 50%
Target sequence (P0AE70 whole entry, looked up): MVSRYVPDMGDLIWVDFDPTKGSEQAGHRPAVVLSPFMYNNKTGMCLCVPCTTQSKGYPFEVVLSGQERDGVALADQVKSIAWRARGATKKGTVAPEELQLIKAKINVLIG
SSB-PriA inh – K. pneumoniae PriA-SSBct interaction inhibition. AID 1272365. inhibition, % at 33 µM. AlphaScreen SSBct-PriA binding, biotinylated peptide. hit rate 0.6% among 430,000; in the data active = inhibition mostly above about 37%, no sharp cut-off; inactive = mostly below about 20%;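 also: plate controls were negative control peptide for no effect and reference peptide for full effect; strong numbers were not always called active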
BoNT-A LC inh2 – inhibitors of Botulinum neurotoxin A light chain protease; multiplex microsphere protease substrate cleavage, flow cytometry; inhibition, % at 10 µM; hit rate 0.17% among 360,000; AID 588499; also: plate controls were buffer without enzyme for full effect and enzyme alone for no effect
An asterisk follows results filed as active; u = inconclusive; x = no result given; & = joins results of further samples. Rule as the data show it, unless noted: active = inhibition above about 30%; inconclusive = no clear call, values can overlap the other calls; inactive = below that. The list is partial; count on the stated rates, not on these rows.

structure	PrPC surface inh	Rv3671c protease	CCHF vOTU inh	Anthrax LF inh2	BoNT-F LC inh	DUSP3 inh	SARS 3CLpro inh	MazEF act	SSB-PriA inh	BoNT-A LC inh2
Cc1ccc(CN2CCN(CC(=O)NCc3ccc(Cl)cc3)C2=O)cc1	-2.2	5.4	9.5	1.3	5.9	26.4	0.0	-16.7	-8.7	0.4
CC(C1CC1)N(C(=O)c1ccccc1O)c1ccccc1 (configuration not stated)	-1.3	-5.6	2.9	-1.9	13.2	10.5	3.0	2.5	-8.5	0.5
O=C(O)c1ccc(CSCc2ccco2)cc1	6.1	5.5	2.9	-2.4	-1.7	17.0	-4.3	-0.4	-1.9	0.2
CC(=O)OC(=C(OC(C)=O)c1ccccc1)c1ccccc1	7.4	x	-6.2	-5.9	-8.4	x	x	-25.1	-0.9	-0.2
CN1CCN(c2ccccc2NC(=O)c2ccc(-c3ccc(Cl)cc3Cl)o2)CC1	1.7	-7.3	-7.4	-7.2	-21.8	-6.6	3.8	-10.0	-3.7	-1.6
CN(C)C(CNC(=O)CCCc1c[nH]c2ccccc12)c1ccco1 (configuration not stated)	7.1	1.9	-11.2	-6.7	-7.0	18.7	1.5	11.7	-7.7	-0.8
c1csc(CNc2ccc3c(c2)OCCO3)c1	-1.1	-1.8	-4.4	-0.8	7.4	-12.4	0.2	1.0	6.2	4.9
CCOP(C)(=O)C1(C(=O)OCc2ccccc2)CC1 (configuration not stated)	0.5	-9.8	10.0	-0.6	-10.9	-10.1	-1.4	5.4	2.3	-0.2
CCOC(=O)CSc1nnc(CNC(=O)c2cccs2)n1-c1cc(OC)ccc1OC	x	2.0	x	0.0	-0.5	20.7	-5.1	7.6	-13.0&-7.0&-9.3	0.1
COc1ccc(NC(=O)CN2CCCCC2)cc1S(=O)(=O)N1CCCCC1	-0.9	4.6	4.0	-2.5	-1.7	x	x	0.6	-7.5	0.0
COc1cccc(CN2CCN(C(=O)[C@H]3O[C@@H](n4cnc5c(N)ncnc54)[C@H](O)[C@@H]3O)CC2=O)c1	-6.4	x	-13.0	9.9	5.9	x	x	x	x	-0.6
CCOC(=O)c1c(/N=C/c2ccc(OC)cc2O)sc2c1CCN(C)C2	4.8	-4.8	-5.3	10.1	12.7	17.0	3.4	-25.0	x	11.2
Cc1ccc(NC(=S)Nc2ccc(F)cc2)c(C)c1	4.9	-4.0	6.8	-1.5	2.4	33.4	5.5	-0.4	-10.9	-0.7
CCOC(=O)c1c(N2C(=O)Nc3ccccc3N2O)n[nH]c1-c1cccc(OC)c1	-1.9	-3.6	-7.0	-0.4	-2.1	-3.1	-2.1	-4.1	-12.9	-0.2
CN1CCN(c2ccc(C(F)(F)F)cc2NC(=O)c2ccco2)CC1	-16.8	2.5	16.7	3.2	8.2	36.6	-0.7	1.4	8.1	0.6
CN(c1ccccc1C(=O)Nc1cccc([N+](=O)[O-])c1)S(C)(=O)=O	-0.9	4.2	-3.4	-1.2	-13.0	-14.0	3.7	4.2	-3.0	-1.5
CN(C)C(=O)Oc1ccc2c(c1)O/C(=C\c1cccc([N+](=O)[O-])c1)C2=O	2.4	-12.8	-12.3	11.0	-28.0	16.5	1.6	-12.4	-5.3	-2.0
CCOC(=O)c1cnc2c(c(C)nn2CC)c1NCCN1CCOCC1	0.4	-3.0	-11.4	-7.1	4.8	8.4	0.1	11.6	-1.4	-1.1
COc1ccccc1CNc1nc(NCC2CC2)nc2ccsc12	7.4	x	0.3	-3.4	-2.5	x	x	x	x	-0.3
CCC(C)(C)NC(=O)C(c1ccc(C)cc1)N(Cc1ccco1)C(=O)Cn1nnc2ccccc21 (configuration not stated)	0.4	-0.5	11.0	-1.8	16.3	30.8	0.1	-1.5	1.2	-0.7
CCN1CCCC1CNS(=O)(=O)c1ccc(Cl)c(C(F)(F)F)c1 (configuration not stated)	-3.6	-1.3	-5.5	-1.2	-5.5	4.5	-2.1	5.6	0.3	-1.6
CN(C)CCN=Cc1c(O)n(C2CCCCCC2)c(=O)[nH]c1=O	3.5	6.9	2.7	0.2	-8.0	11.7	-4.4	-3.8	-29.9	-0.4
C/C(=N\NC(=O)c1ccc(Br)cc1)c1cccnc1	4.1	x	-0.6	-1.3	-3.5	22.9	0.1	-5.0	x	-0.6
C/C(=N\NC(=O)CC1N=C(Cc2ccccc2)NNC1=O)c1ccccc1 (configuration not stated)	0.2	-0.3	4.1	-3.3	-0.5	16.4	2.3	5.9	x	-1.1
COc1ccc(N2C(=O)CCC(C(=O)N3CCCCCC3)C2c2ccc(OC)c(OC)c2)cc1 (configuration not stated)	1.4	-2.6	-2.4	-13.8	-5.7	16.5	-2.9	-1.8	-15.3	-1.0
Cc1ccc2c(CSc3nnc4ccccn34)cc(=O)oc2c1C	0.8	-10.8	1.1	-2.2	3.1	-1.5	-4.8	-2.5	-4.0	-0.3
COc1cc(NC(=O)C2=C(C)OCCS2)c(Cl)cc1C(=O)NCCN1CCN(C)CC1	7.0	-4.1	24.1	-0.1	0.9	20.4	-5.8	10.0	-4.0	0.4
Cc1cc(C(=O)c2cnc(/N=C/N(C)C)s2)cc(C)c1O	-15.2	2.0	5.4	-3.6	-4.7	20.8	0.1	3.5	x	0.2
CCOC(=O)Cn1c(CCC(=O)O)ccc1-c1ccc(F)cc1	3.1	9.0	-12.7	1.5	-5.4	37.9	-4.0	-5.0	-8.4	-0.2
CC(C)(C)Nc1c(-c2ccc(O)cc2)nc2ccc(Cl)cn12	-4.3	3.3	-5.4	4.8	-2.8	8.5	-2.5	0.9	-3.9	-1.6
CSc1nc2ccccc2n1CC(=O)Nc1cc(C(F)(F)F)ccc1N1CCOCC1	-0.9	2.1	-9.6	3.3	-7.9	38.8	0.6	10.4	-6.7	-0.6
Cc1cc(C)cc(NC(=O)c2c(C)nc3ccccn23)c1	5.3	7.9	-1.0	0.7	-3.3	2.0	-2.7	1.7	0.7	0.3
CCNC(=S)N(Cc1cc2cc(C)ccc2[nH]c1=O)C1CCCC1	4.8	-7.8	0.3	-0.2	-17.7	4.3	-0.4	2.2	2.9	-1.1
COc1ccc(Cl)cc1CN1C(=O)NC2(CCCCCC2)C1=O	4.4	-12.1	23.6	1.7	-0.6	6.9	1.0	-2.0	0.6	-4.4
CCN(CC)CCCNC(=O)c1csc(Nc2cccc3ccccc23)n1	-8.2	-8.3	-8.2	-2.9	-25.7	21.9	-1.8	20.2	-2.2	0.4
CCCc1cc(C(=O)Nc2cccc(C(C)=O)c2)no1	9.1	2.4	9.6	-2.8	-5.2	8.7	-3.4	5.5	-13.2	-0.1
COc1cc2c(cc1O)C[C@H]1NCCc3cc4c(c-2c31)OCO4	-3.6	-0.8	-5.8	-28.7	-58.2	20.1	-2.0	2.8	3.5	-1.6
COC(=O)c1sc2nc(N)c(C#N)cc2c1N	-9.6	-8.1	4.7	-0.6	-0.2	1.5	-1.3	6.5	2.5	0.6
Cn1ccnc1C(O)c1ccc(OCc2ccccc2)cc1 (configuration not stated)	-4.4	7.0	-0.6	-2.9	-1.4	-8.3	2.4	-4.6	-0.6	-0.1
Cc1cccc(C)c1NC(=O)COC(=O)COc1ccc2c(C)cc(=O)oc2c1	4.1	-1.4	-11.4	-3.9	-8.3	7.6	2.8	-7.4	-3.0	-0.5

Another view of part of the listing above.
CCOP(C)(=O)C1(C(=O)OCc2ccccc2)CC1 (configuration not stated)
  PrPC surface inh: 0.5 | Rv3671c protease: -9.8 | CCHF vOTU inh: 10.0 | Anthrax LF inh2: -0.6 | BoNT-F LC inh: -10.9 | DUSP3 inh: -10.1 | SARS 3CLpro inh: -1.4 | MazEF act: 5.4 | SSB-PriA inh: 2.3 | BoNT-A LC inh2: -0.2

c1csc(CNc2ccc3c(c2)OCCO3)c1
  PrPC surface inh: -1.1 | Rv3671c protease: -1.8 | CCHF vOTU inh: -4.4 | Anthrax LF inh2: -0.8 | BoNT-F LC inh: 7.4 | DUSP3 inh: -12.4 | SARS 3CLpro inh: 0.2 | MazEF act: 1.0 | SSB-PriA inh: 6.2 | BoNT-A LC inh2: 4.9

Cc1cc(C)cc(NC(=O)c2c(C)nc3ccccn23)c1
  PrPC surface inh: 5.3 | Rv3671c protease: 7.9 | CCHF vOTU inh: -1.0 | Anthrax LF inh2: 0.7 | BoNT-F LC inh: -3.3 | DUSP3 inh: 2.0 | SARS 3CLpro inh: -2.7 | MazEF act: 1.7 | SSB-PriA inh: 0.7 | BoNT-A LC inh2: 0.3

The results go on.
structure	PrPC surface inh	Rv3671c protease	CCHF vOTU inh	Anthrax LF inh2	BoNT-F LC inh	DUSP3 inh	SARS 3CLpro inh	MazEF act	SSB-PriA inh	BoNT-A LC inh2
O=c1sc2ccccc2n1CCCOc1ccccc1	-2.9	0.4	10.3	1.0	-3.8	16.7	-3.5	-10.3	-39.0&-39.4	-1.1
CCCn1c2ccccc2c2cnn(CC(=O)NCCCN3C(C)CCCC3C)c(=O)c21 (configuration not stated)	-10.3	-7.7	6.7	0.7	-4.2	48.3	1.7	10.8	8.7	1.8
O=C(Nc1ccc(N2CCOCC2)cc1)C1CCN(S(=O)(=O)Cc2ccccc2)CC1	4.1	0.8	5.1	-0.6	6.5	12.9	2.1	6.3	-19.8	-0.4
CCCCn1nnnc1SCC(=O)Nc1cccc(C)n1	-3.8	2.4	-0.8	4.0	-14.9	-4.4	4.3	-1.3	-6.7	-0.2
CSCc1nnc(NC(=O)c2ccc(S(=O)(=O)N3CCCCC3C)cc2)o1 (configuration not stated)	2.5	1.3	8.7	0.2	-4.0	24.8	1.8	-20.4	1.6	0.9
Cn1c2c(c3ccccc31)CC/C2=N\O	-9.0	5.7	10.2	-2.4	-10.6	10.5	0.8	0.8	x	-1.1
O=C(O)CCS(=O)(=O)c1cc(Br)cc2c1N(C(=O)C1CC1)CC2	10.1	9.0	-1.7	-8.4	-0.7	9.3	3.0	5.8	7.2	0.2
CCn1c(C)cc(C(=O)COC(=O)c2cccnc2SC)c1C	6.6	-4.5	19.1	-1.2	-4.8	x	x	10.7	-4.8	-0.9
Cc1cc(=O)n2[nH]c(-c3ccccc3)cc2n1	7.5	-5.4	9.3	-2.9	u	14.3	1.9	0.4	-4.0&8.0	-0.9
O=C(c1ccc(=O)n(Cc2ccc(Cl)c(Cl)c2)c1)N1CCOCC1	-3.7	9.3	0.6	-16.8	7.4	1.8	1.9	8.0	0.8	1.9
O=C(CSc1ncccc1C(=O)O)NCc1ccc(F)cc1	6.3	-8.1	11.3	-5.3	-19.8	19.4	2.1	5.1	-6.9	-0.3
Cc1cc(NS(=O)(=O)Cc2ccccc2)no1	1.7	2.2	7.2	3.4	10.1	-4.7	-0.4	0.9	-8.3	1.0
CC1(C)Cc2ccccc2C(NNC(=O)c2ccccc2)=N1	6.0	-2.2	-3.9	-6.4	-5.8	-25.2	-0.4	-4.0	3.8	-0.6
O=C1Nc2ccccc2C1=Nc1cccc(Cl)c1	-3.0	3.2	-10.9	-9.6	-3.2	6.5	6.2	-13.2	-1.2	-3.6
CCCCN(C)CCN1C(=O)C2C(C(=O)Nc3cccc(OC)c3)C3C=CC2(O3)C1C(=O)NC1CCCCC1C (configuration not stated)	-1.1	10.3	-3.5	9.1	17.5	16.6	7.7	8.5	-10.4	0.3
CC(CCc1ccc(O)cc1)NCc1ccc(Br)cc1 (configuration not stated)	-0.9	-1.8	7.0	-1.6	-32.4	26.0	4.1	-0.3	-0.9	-1.7
NCCCS(=O)(=O)O	5.6&-1.3	-1.8&4.2	-4.1&3.5	2.6&-4.3	1.7&2.8	8.6	2.6	0.2&7.5	-8.4	0.3&-0.4
Cc1sc2nc(SCC(N)=O)n(C)c(=O)c2c1C	5.1	3.0	-3.8	1.3	-7.4	16.1	-2.3	-18.2	-10.9	-0.9
COc1ccc(C(=O)Nc2cccc(C(=O)NCc3ccccc3)c2)cc1	16.0	1.4	-2.0	-2.2	-6.3	25.7	-2.2	-1.8	-10.7	-0.3
CCn1nc(C(=O)NNC(=O)c2cc(Cl)ccc2OC)c2ccccc2c1=O	-2.8	6.8	-1.8	-9.2	-11.2	x	x	12.1	-10.8	0.1
COC(=O)Cn1cc(C(=O)C(C)(C)C)c2ccccc21	-0.1	9.0	7.3	-0.5	-3.3	15.8	1.0	6.5	-5.6	-0.7
